Screens deposited in PubChem by Sanford-Burnham Center for Chemical Genomics.
SENP6 inh – SENP6 protease inhibitors, primary screen, biochemical, luminescence, uHTS; Recombinant SENP6 catalytic domain, aminoluciferin luminescence; AID 2599, 2010; inhibition, % at 10 µM; Sentrin-specific protease 6 (Homo sapiens), Q9GZR1; 1.8% of 330,000 active;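 active = inhibition above about 50% at the single tested dose, limit read from the data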;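 also: plate controls were DMSO wells with enzyme for no effect and DMSO wells lacking enzyme for full effect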
Target sequence (Q9GZR1 628-1112 limits assumed): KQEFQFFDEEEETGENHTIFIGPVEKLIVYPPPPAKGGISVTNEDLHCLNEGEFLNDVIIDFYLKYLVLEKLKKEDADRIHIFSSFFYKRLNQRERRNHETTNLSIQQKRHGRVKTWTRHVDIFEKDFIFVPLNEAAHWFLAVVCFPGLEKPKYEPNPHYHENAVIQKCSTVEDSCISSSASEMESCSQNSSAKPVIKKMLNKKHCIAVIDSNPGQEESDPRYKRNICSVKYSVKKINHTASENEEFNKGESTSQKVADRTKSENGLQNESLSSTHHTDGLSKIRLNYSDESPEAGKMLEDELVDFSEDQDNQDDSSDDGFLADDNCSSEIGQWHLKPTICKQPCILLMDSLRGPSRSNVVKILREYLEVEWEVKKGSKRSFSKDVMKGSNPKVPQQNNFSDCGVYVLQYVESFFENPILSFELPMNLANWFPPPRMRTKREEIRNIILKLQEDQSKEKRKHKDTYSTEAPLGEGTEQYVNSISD
SENP1 inh – human SENP1 catalytic domain inhibitors, primary screen, biochemical, FRET, uHTS | Sentrin-specific protease 1 (Homo sapiens), Q9P0U3 | recombinant SENP1 catalytic domain, CyPet-SUMO1-YPet FRET cleavage | 0.21% of 360,000 active | inhibition, % at 10 µM;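 active = inhibition at least 30% at 10 µM, raw YFP signal under a set limit, fluorescence ratio 0.5 to 1.5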;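 also: 0% = enzyme with DMSO and 100% = no enzyme wells; some results filed as inactive read as strong as hits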
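Test system: recombinant human SENP1 catalytic domain, His6-tagged / Medium: pH 8 Tris buffer with EDTA, NaCl, BME, BSA, NP40, catalase / Also added: SUMO1 FRET substrate flanked by Cypet and Ypet, 25 nM / Times: 50 min reaction at room temperature / Signal: FRET, CFP and YFP emission / Control set: no-enzyme low control and enzyme-plus-DMSO high control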
SENP8 block-1 – human SENP8 protease inhibitors, primary screen, biochemical, fluorescence, Nedd8 protein substrate, uHTS; Sentrin-specific protease 8 (Homo sapiens), Q96LD8; AID 602440, 2012; recombinant SENP8; inhibition, % at 20 µM; 0.64% of 360,000 active; in the data active = inhibition mostly above about 40%, no sharp cut-off; inactive = mostly below about 27%
Target sequence (Q96LD8 whole entry, looked up): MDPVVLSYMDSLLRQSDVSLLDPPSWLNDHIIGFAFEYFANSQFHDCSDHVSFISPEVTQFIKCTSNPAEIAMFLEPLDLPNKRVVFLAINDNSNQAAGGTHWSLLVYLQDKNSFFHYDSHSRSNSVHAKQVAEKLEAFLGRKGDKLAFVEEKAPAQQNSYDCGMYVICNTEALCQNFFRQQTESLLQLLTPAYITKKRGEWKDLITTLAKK
Apaf-1 inh – inhibitors of human Apaf-1 apoptosome, primary screen, biochemical, DEVD-Rh110 fluorescence, uHTS | reconstituted apoptosome caspase-3 activity | 0.71% of 330,000 active | Apoptotic protease-activating factor 1 (Homo sapiens), O14727 | inhibition, % at 20 µM; active = inhibition of at least 40% at 20 µM;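 also: plate controls were DMSO wells for no effect and DEVD-CHO caspase inhibitor wells for full effect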
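System – cell-free apoptosome with Apaf-1, procaspase-3 and caspase-9 · Buffer or medium – pH 7.5 Hepes buffer with CHAPS, BSA, DTT · Also added – cytochrome c with DEVD-Rh110 · Times – 30 min compound preincubation, 50 min activation, room temperature · Technique – Rh110 fluorescence intensity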
HKDC1 inh – HKDC1 hexokinase inhibitors, primary screen, biochemical, fluorescence, uHTS. inhibition, % at 20 µM. recombinant HKDC1, G6PDH/diaphorase resazurin coupled fluorescence. 0.16% of 340,000 active;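 active = inhibition above about 35% when tested at 20 µM, limit read from the data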;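 also: plate controls were DMSO wells with enzyme for no effect and DMSO wells lacking enzyme for full effect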
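Incubation: 90 min at room temperature in dark / Material: recombinant HKDC1 (HK5) hexokinase enzyme, produced in-house / Quantity: enzyme 5 µg/mL final / Compound: one dose of 20 µM, 1% DMSO / Reagent: glucose and ATP substrates / Buffer or medium: Tris pH 8.0 buffer with MgCl2, Tween-20, BSA, BME / Technique: resorufin fluorescence at 613 nm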
SENP8 block-2 – SENP8 protease inhibitors, primary screen, biochemical, luminescence. Sentrin-specific protease 8 (Homo sapiens), Q96LD8. purified SENP8, Z-RLRGG-aminoluciferin cleavage. inhibition, % at 10 µM. 1.2% of 330,000 active. AID 2540, 2010; in the data active = inhibition above about 50%
SENP7 inh – SENP7 protease inhibitors, primary screen, biochemical, luminescence, uHTS; AID 434973, 2010; inhibition, % at 5 µM; Sentrin-specific protease 7 (Homo sapiens), Q9BQF6; 1.5% of 330,000 active; recombinant SENP7, Z-RLRGG-aminoluciferin luminescence, 40 min;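 active = inhibition above about 50% at the single test dose, limit read from the data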;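 also: plate controls were DMSO with enzyme for no effect and no enzyme buffer wells for full effect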
Target sequence (Q9BQF6 706-1050 limits assumed): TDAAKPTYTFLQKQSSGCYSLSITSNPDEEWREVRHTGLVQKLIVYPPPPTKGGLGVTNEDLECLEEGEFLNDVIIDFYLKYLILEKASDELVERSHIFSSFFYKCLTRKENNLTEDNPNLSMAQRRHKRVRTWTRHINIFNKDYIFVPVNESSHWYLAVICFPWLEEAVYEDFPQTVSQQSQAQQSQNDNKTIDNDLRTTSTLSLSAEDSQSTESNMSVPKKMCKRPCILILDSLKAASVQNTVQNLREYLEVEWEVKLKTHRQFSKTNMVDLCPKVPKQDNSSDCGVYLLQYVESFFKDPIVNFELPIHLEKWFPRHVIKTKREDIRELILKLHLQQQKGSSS
PfG6PD inh – PfG6PD enzyme inhibitors, primary screen, biochemical, fluorescence intensity, uHTS. glucose-6-phosphate dehydrogenase-6-phosphogluconolactonase (Plasmodium falciparum 3D7). PfGluPho enzyme, NADPH resazurin-diaphorase fluorescence. 0.78% of 350,000 active. inhibition, % at 20 µM;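 active = inhibition reaching at least a set limit at 20 µM in the primary screen, cut at about 59% in these data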;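 also: 0% = DMSO wells with substrate and 100% = DMSO wells lacking glucose-6-phosphate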
Active calls of the source: *; x = not tested or not shown. Random draw from the library; about 3.6% have a hit in one of these screens.

Codes – A = SENP6 inh; B = SENP1 inh; C = SENP8 block-1; D = Apaf-1 inh; E = HKDC1 inh; F = SENP8 block-2; G = SENP7 inh; H = PfG6PD inh
Molecule: CCOc1cc(/C=N/NC(=O)Cc2ccc(C(F)(F)F)cc2[N+](=O)[O-])ccc1O
  A = -4; B = 1; C = 5; D = 11; E = -7; F = -12; G = -5; H = 13

Molecule: COc1cccc(NC(=O)C2C3C=CC4(O3)C2C(=O)N(CCCN2CCCCC2)C4C(=O)NC2CCCCC2)c1 (configuration not stated)
  A = 7; B = 0; C = 12; D = 3; E = 5; F = -1; G = 7; H = 2

Molecule: O=C(O)c1ccccc1CSc1nnnn1-c1ccccc1
  A = -8; B = 1; C = 16; D = -2; E = -4; F = 7; G = 0; H = 1

Molecule: O=C(CSc1n[nH]c(-c2ccco2)n1)Nc1ccccc1F
  A = -2; B = -1; C = 9; D = 3; E = -2; F = 8; G = 2; H = 13

Molecule: COc1ccc2oc(=O)c(C(=O)O)cc2c1
  A = -7; B = -3; C = -353; D = -4; E = -1; F = -9; G = -9; H = 6

Molecule: O=C(COC(=O)CCc1nc2ccccc2c(=O)[nH]1)Nc1ccccc1Cl
  A = -26; B = -22; C = 2; D = -8; E = 3; F = -2; G = -5; H = -22

Molecule: O=C(CSCc1ccccc1Cl)NNC(=O)c1ccccc1
  A = 4; B = 0; C = 10; D = -11; E = -7; F = -1; G = 5; H = -2

Molecule: CC(=O)c1c(C)[nH]c(C(=O)N2CCN(c3cc(Cl)ccc3C)CC2)c1C
  A = -10; B = 2; C = 16; D = 26; E = 1; F = 1; G = -4; H = -9

Molecule: O=C(CO/N=C/c1cccc([N+](=O)[O-])c1)Nc1ccc2ccccc2c1
  A = 16; B = 0; C = 20; D = -3; E = 4; F = -14; G = 1; H = 7

Molecule: CCN1C(=O)N[C@@H](c2ccccc2)C(C(=O)OC)=C1C
  A = -17; B = -2; C = 3; D = -2; E = -5; F = -8; G = 10; H = 4

Molecule: COc1ccccc1NC(=O)COC(=O)c1ccc2ccccc2n1
  A = -26; B = 8; C = 16; D = 6; E = -4; F = -19; G = -5; H = 0

Molecule: O=C(C1CCCO1)N1CCN(C(=S)Nc2cccc(Cl)c2)CC1 (configuration not stated)
  A = -6; B = 2; C = 14; D = 11; E = 1; F = -9; G = -4; H = -5

Molecule: CC(C)CC(=O)Nc1ccc2c(c1)OCO2
  A = -12; B = 1; C = 0; D = 5; E = 5; F = -10; G = -12; H = -16

Molecule: O=C(CN1C(=O)C2C3C=CC(C3)C2C1=O)NCc1ccc2c(c1)OCO2 (configuration not stated)
  A = 1; B = -1; C = 6; D = -1; E = -8; F = -3; G = 5; H = -2

Molecule: N#Cc1nc(-c2ccccc2F)oc1NC1CCCCC1
  A = 15; B = 1; C = -450; D = 10; E = 6; F = 5; G = 7; H = 10

Molecule: CN(Cc1ccc(F)cc1)S(=O)(=O)c1nnc(NC(=O)c2ccccc2)s1
  A = 18; B = -6; C = -141; D = 3; E = 5; F = 8; G = -3; H = 34

Molecule: Cc1ccc(N2C(=O)N(CC(=O)Nc3cccc(C)c3C)C(=O)C2C)cc1 (configuration not stated)
  A = -2; B = -1; C = 12; D = 5; E = -9; F = 4; G = -8; H = 10

Molecule: CC(C)CCNC(=O)c1cn(C)c2ccc(S(=O)(=O)N3CCCC3)cc2c1=O
  A = 3; B = 2; C = 8; D = 1; E = 9; F = -8; G = 1; H = 16

Molecule: Cc1nc(/C=C/c2ccccc2)cc(/C=C/c2ccccc2)n1
  A = -1; B = 0; C = -336; D = 6; E = -4; F = -16; G = 2; H = -4

Molecule: COc1ccc(C2C(C(=O)Nc3cccnc3)=C(C)Nc3nc(-c4ccco4)nn32)cc1 (configuration not stated)
  A = 11; B = -1; C = -41; D = -3; E = -8; F = 11; G = 4; H = 13

Molecule: O=C(CCCc1nc2ccccc2s1)NCc1cccnc1
  A = -22; B = 1; C = 10; D = 6; E = -6; F = -9; G = -6; H = 19

Molecule: COc1cc(N/C=C2\CC(=O)NC(C)=C2C#N)cc(OC)c1OC
  A = 3; B = -12; C = -113; D = 10; E = 8; F = 4; G = 1; H = 46

Molecule: Cc1ccc(-c2nc3cccnc3s2)cc1NS(=O)(=O)c1ccc2c(c1)OCCO2
  A = -23; B = 3; C = -422; D = -2; E = -1; F = 1; G = 0; H = -17

Molecule: O=C(CNS(=O)(=O)c1ccccc1)NCc1ccco1
  A = 9; B = 1; C = 10; D = 1; E = 1; F = 0; G = -1; H = 6

Molecule: CN(CC(=O)Nc1cccc(F)c1)C(=O)c1cccc(-n2cccc2)c1
  A = -8; B = -1; C = 0; D = 18; E = 9; F = -5; G = 12; H = 11

Molecule: c1ccc(N/N=C(\Cc2ncc[nH]2)c2ccccc2)cc1
  A = -6; B = -11; C = -45; D = 6; E = -6; F = -2; G = 4; H = 28

Molecule: COc1ccc(C2C(C(=O)Nc3ccc(OC)c(OC)c3)c3ccccc3C(=O)N2C)cc1 (configuration not stated)
  A = 3; B = 2; C = 6; D = -15; E = -2; F = -7; G = 1; H = 0

Molecule: COC(OC)c1ccnc(-c2ccc(OC(C)=O)cc2)n1
  A = -2; B = 3; C = 2; D = -4; E = -9; F = -1; G = 10; H = -4

Molecule: O=C(O/N=C\c1ccc(N2CCOCC2)c([N+](=O)[O-])c1)c1ccc(F)cc1
  A = -22; B = 6; C = 37; D = 11; E = -1; F = -20; G = -8; H = 4

Molecule: O=S(=O)(Nc1ccc2cn[nH]c2c1)c1cc(Br)ccc1Br
  A = 2; B = -1; C = 1; D = 7; E = 6; F = -2; G = 2; H = 14

Molecule: CCOC(=O)C(C)S(=O)(=O)c1ccc(C(F)(F)F)cn1 (configuration not stated)
  A = 6; B = -1; C = 26; D = -7; E = -2; F = 6; G = -6; H = -1

Molecule: Cc1c(C(C)C)c(=O)n(-c2ccc(S(=O)(=O)N3CCOCC3)cc2)n1C
  A = 11; B = 0; C = 8; D = -8; E = -11; F = -4; G = -5; H = -10

Molecule: CSc1ccc(/C=c2\s/c(=C\C(=O)C(C)(C)C)n(CC(=O)NCCC3=CCCCC3)c2=O)cc1
  A = 11; B = -24; C = -171; D = 5; E = 0; F = 4; G = -4; H = -13

Molecule: C/C(=N/O)c1ccc(N2C(=O)C3C4C=CC(C3C2=O)C2C3C(=O)N(c5ccc(/C(C)=N/O)cc5)C(=O)C3C42)cc1 (configuration not stated)
  A = -5; B = x; C = x; D = -5; E = x; F = 5; G = 6; H = x

Molecule: COc1ccccc1NC(=O)c1ccc(NC(=O)COC(=O)CC(NC(=O)c2ccccc2Cl)c2ccccc2)cc1 (configuration not stated)
  A = -3; B = 0; C = 14; D = 4; E = 8; F = -7; G = 1; H = -16

Molecule: Cc1cc(NC(=O)CCC(=O)N(CC(C)C)C(C(=O)NC(C)(C)C)c2ccccc2Cl)no1 (configuration not stated)
  A = -2; B = 0; C = 3; D = 9; E = 0; F = -2; G = -1; H = 5

Molecule: COc1ccccc1Cn1c(=S)[nH]c2cc(C(=O)NC(C)C)ccc2c1=O
  A = -34; B = 1; C = 4; D = 2; E = -3; F = -4; G = -1; H = -12

Molecule: N#CCCn1cc(C(=O)CN2C(=O)NC3(CCCCCC3)C2=O)c2ccccc21
  A = -23; B = -11; C = -14; D = 6; E = -6; F = -13; G = -4; H = -4

Molecule: Cc1cc(C)cc(NC(=S)NC(=O)C2CC2)c1
  A = -18; B = -1; C = 11; D = -3; E = 10; F = -10; G = -17; H = 7

Molecule: O=C(NCC1CCCO1)c1cc2c([nH]c3ccccc32)c(-c2ccc(F)cc2)n1 (configuration not stated)
  A = -21; B = -1; C = -190; D = 18; E = 2; F = -16; G = -5; H = 47

Among those listed so far, three contain two or more sulfur atoms.
Codes – A = SENP6 inh; B = SENP1 inh; C = SENP8 block-1; D = Apaf-1 inh; E = HKDC1 inh; F = SENP8 block-2; G = SENP7 inh; H = PfG6PD inh
Molecule: CN(Cc1ccc(F)cc1)S(=O)(=O)c1nnc(NC(=O)c2ccccc2)s1
  A = 18; B = -6; C = -141; D = 3; E = 5; F = 8; G = -3; H = 34

Molecule: Cc1ccc(-c2nc3cccnc3s2)cc1NS(=O)(=O)c1ccc2c(c1)OCCO2
  A = -23; B = 3; C = -422; D = -2; E = -1; F = 1; G = 0; H = -17

Molecule: CSc1ccc(/C=c2\s/c(=C\C(=O)C(C)(C)C)n(CC(=O)NCCC3=CCCCC3)c2=O)cc1
  A = 11; B = -24; C = -171; D = 5; E = 0; F = 4; G = -4; H = -13

Next records:
Codes – A = SENP6 inh; B = SENP1 inh; C = SENP8 block-1; D = Apaf-1 inh; E = HKDC1 inh; F = SENP8 block-2; G = SENP7 inh; H = PfG6PD inh
Molecule: CC(=O)N1CCC(=O)Nc2ccc([N+](=O)[O-])cc21
  A = -1; B = 0; C = 11; D = -64; E = -3; F = 0; G = -6; H = -10

Molecule: COc1ccc(C(=O)Nc2ccccc2-c2nnn(CC(=O)N3CCOCC3)n2)cc1
  A = 3; B = 0; C = 9; D = -16; E = -9; F = -6; G = 1; H = -7

Molecule: CC(C)OC(=O)c1ccc(NC(=O)c2ccccc2)cc1
  A = 35; B = 2; C = 24; D = 5; E = 1; F = 15; G = 29; H = 8

Molecule: O=C(Nc1nccs1)[C@@H]1CC=C[C@@H]2CCN(Cc3ccccc3)C(=O)[C@@H]21
  A = -7; B = 4; C = 11; D = 0; E = 4; F = -3; G = -10; H = -11

Molecule: N#Cc1cccc(NC(=O)COC(=O)c2cc(S(=O)(=O)Nc3ccccc3Cl)ccc2O)c1
  A = -4; B = 1; C = -499; D = 5; E = 14; F = 2; G = 4; H = -22

Molecule: CC(=O)Nc1ccc(C(=O)Nc2ccc(S(=O)(=O)Nc3nccc(C)n3)cc2)cc1
  A = -6; B = -1; C = 5; D = 1; E = -7; F = -7; G = -3; H = -10

Molecule: Cc1nnc(SCc2cccc(Oc3ccccc3)c2)n1N
  A = 5; B = 1; C = 8; D = 0; E = -4; F = 3; G = 3; H = -12

Molecule: COc1ccc(N(C(=O)C(C)C)S(=O)(=O)c2cccc3cccnc23)cc1
  A = -14; B = 0; C = 14; D = 1; E = -2; F = -3; G = -3; H = -6

Molecule: CN(C)c1ccc(-c2nnn(CC(=O)N3c4ccccc4CCc4ccccc43)n2)cc1
  A = -49; B = -1; C = -3; D = 22; E = -6; F = -9; G = -9; H = 28

Molecule: O=C(Cn1c(=O)oc2cc(S(=O)(=O)N3CCCC3)ccc21)NCc1ccc(F)cc1
  A = -3; B = 0; C = 13; D = 5; E = -1; F = 4; G = -3; H = -1
